High-throughput results deposited in PubChem by several laboratories.
PDI turbidity – inhibitors of human PDI, primary screen, biochemical, turbidity, single point, plate reader; inhibition, % at 10 µM; actives 0.052% (n = 350,000); PDI insulin aggregation turbidity, A650, 90 min;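 active = mean inhibition across replicates of 30% or more, whatever share of single replicates reach that level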;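 also: absorbance from insulin aggregation driven by PDI reduction with DTT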
Target sequence (P07237 whole entry, looked up): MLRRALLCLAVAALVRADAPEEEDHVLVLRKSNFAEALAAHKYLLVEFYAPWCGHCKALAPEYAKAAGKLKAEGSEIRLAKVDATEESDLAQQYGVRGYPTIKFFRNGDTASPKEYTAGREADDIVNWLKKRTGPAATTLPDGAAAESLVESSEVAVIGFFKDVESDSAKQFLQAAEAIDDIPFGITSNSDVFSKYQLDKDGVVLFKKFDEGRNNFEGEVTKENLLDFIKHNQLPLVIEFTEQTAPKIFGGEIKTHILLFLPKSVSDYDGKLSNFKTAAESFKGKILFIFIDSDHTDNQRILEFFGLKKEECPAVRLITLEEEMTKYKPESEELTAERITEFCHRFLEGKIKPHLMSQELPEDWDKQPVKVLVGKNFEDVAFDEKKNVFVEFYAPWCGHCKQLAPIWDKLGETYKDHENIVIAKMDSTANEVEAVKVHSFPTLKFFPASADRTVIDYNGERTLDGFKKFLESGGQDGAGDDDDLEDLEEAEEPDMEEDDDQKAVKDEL
Vif inh – HIV Vif self-association inhibitors, primary screen, imaging, HEK293T, single point. HEK293T cells, Vif self-association by quenched fluorescence, 24 h. inhibition, % at 7.49 µM. actives 0.35% (n = 340,000); in the data active = inhibition above about 50%, passing the limit was not always enough; also: some results filed as inactive read as strong as hits
CaV13 FRET inh – Primary screen for inhibitors of IQ motif and Ca2+-dependent inactivation inhibitor domain binding in CACNA1D, Förster resonance energy transfer in living cells, …; HEK cells, CFP/YFP FRET ICDI-IQ, plate reader, 10 min; percent FRET-ratio fall versus neutral wells; inhibition, % at 12.3 µM; actives 0.098% (n = 340,000); AID 743397;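 active = mean replicate inhibition of at least 30% and at least 1% of replicates passing that level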;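 also: 0% = median of the neutral control wells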
HIF-2a block – HIF-2a reporter inhibitors, primary screen, luminescence, 786-0 RCC cells | 786-0 RCC cells HIF-2a reporter, luciferase luminescence, overnight | inhibition, % at 18.8 µM | actives 0.72% (n = 360,000) | AID 624352, 2012;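 active = inhibition of the luminescence signal of 40% or more relative to plate controls, in a single-dose primary screen at 18.75 µM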
iPSC survival up – enhancers of single-cell hiPSC survival, primary screen, ATPlite luminescence | 100% = ROCK inhibitor wells, 0% = DMSO | survival enhancement, % at 20 µM | actives 0.044% (n = 360,000); in the data active = survival enhancement above about 18%;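 also: cells exposed to compounds for 16 hours before the ATP read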
Exocytosis inh – LAMP-1 surface exposure blockers, TALL-104 cells – cell-based, flow cytometry, MLPCN library, primary screen. TALL-104 LAMP-1 surface exposure; cells stimulated with thapsigargin and PMA. inhibition, % at 10 µM. actives 0.66% (n = 360,000);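 active = inhibition above about 55%, limit read from the data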
NR2E3 ag-1 – NR2E3 agonists in two-hybrid cells, primary screen, cell-based, luminescence, CHO-S, Gal4-NCOR/VP16-NR2E3 | luciferase | actives 0.35% (n = 360,000) | AID 602229, 2012 | inhibition of corepressor binding, % at 3.98 µM | Photoreceptor-specific nuclear receptor (Homo sapiens), Q9Y5X4;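 active = inhibition above the mean of all tested compounds plus 3 SD, cut at about 70% in these data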;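 also: 0% = DMSO with NR2E3 transfected cells and 100% = cells lacking NR2E3 construct; higher means lower luciferase signal from less NR2E3 corepressor binding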
Peg3 prom inh – Peg3 promoter-driven luciferase inhibitors, primary screen, cell-based, HeLa, luciferase luminescence. HeLa PEG-Prom luciferase reporter, overnight. actives 1.7% (n = 360,000). inhibition, % at 20 µM;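 active = inhibition of at least 50% at 20 µM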
aDG glyco up – activators of alpha-DG glycosylation, primary screen, uHTS, Pro5-aDG cells, AlphaScreen | alpha-DG glycosylation AlphaScreen (IIH6); 0% Pro5, 100% B10-LARGE cell signal | actives 0.22% (n = 360,000) | activation, % at 10 µM | AID 624168, 2012;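 active = activation of at least 8% versus controls, or a plate z-score of at least 8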;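 also: Pro5 are CHO cells carrying HIG-tagged alpha-DG that lacks glycosylation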
NR2E3 ag-2 – inhibitors of NR2E3-RetCOR corepressor binding, primary screen, NR2E3 agonist project, biochemical, TR-FRET, GST-NR2E3, biotin-RetCOR. 1536-well. actives 0.12% (n = 320,000). inhibition of corepressor binding, % at 4.78 µM. Photoreceptor-specific nuclear receptor (Homo sapiens), Q9Y5X4. AID 2300, 2010;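 active = percent inhibition above the cutoff of mean plus 3 SD of all tested compounds, set per screening campaign, cut at about 20% in these data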;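 also: 0% = DMSO wells and 100% = biotin wells as full block of FRET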
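System: GST-NR2E3 and biotin-RetCOR proteins; probe or stimulus: 7 nM biotin-RetCOR; doses: compound at 4.8 µM, single dose; schedule: Compound–protein incubation for 5 h at 4 °C; detection: time-resolved FRET; read-out: percent inhibition; controls: biotin wells as high control, 0.6% DMSO wells as low control; format: 1536-well plates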
TRPM1 prom inh – inhibitors of MITF-dependent TRPM1 promoter reporter, primary screen, cell-based, SK-MEL-5, single point, luciferase. SK-MEL-5 TRPM1 promoter luciferase, 24 h. inhibition, % at 12.5 µM. actives 0.83% (n = 330,000). AID 488899, 2010;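 active = mean inhibition across replicates of 60% or more, whatever share of single replicates reaches that level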; also: values of inactives mirror those of a sister screen read the other way
Numbers without * were called inactive; . = not tested or not shown. The order is random; about 3.5% have a hit in one of these screens.

SMILES	PDI turbidity	Vif inh	CaV13 FRET inh	HIF-2a block	iPSC survival up	Exocytosis inh	NR2E3 ag-1	Peg3 prom inh	aDG glyco up	NR2E3 ag-2	TRPM1 prom inh
COc1cccc(C(=O)NCc2ccc3c(c2)OCO3)c1	17	-2	-4	-36	-0.7	1	-16	-14	0.0	5	-12
Cc1csc2nc(CNS(=O)(=O)c3ccc(-c4ccccc4)cc3)cn12	.	11	-2	13	-0.4	0	32	28	0.1	2	.
Cc1ccccc1CN1C(=O)c2ccccc2Sc2ccc(C(=O)NCCN3CCOCC3)cc21	4	8	-14	19	-0.6	-6	41	-13	-0.4	3	5
CCCCC/C=C/C1=CC(=O)C[C@H](c2ccc(Cl)cc2)C1	2	14	-13	0	5.9	3	-4	15	0.1	-2	-8
CSc1nn(CCc2ccncc2)c(=S)s1	-2	7	.	13	0.0	-4	-3	8	-0.5	0	-3
CC(C)CN(/C=N/c1sc2c(c1C#N)CCCCC2)CC(C)C	0	.	-2	20	0.1	-4	-12	6	0.1	-2	8
Cc1cc(C(=O)CN2C(=O)NC3(CCCCCC3)C2=O)c(C)n1C	7	14	-13	-106	-0.4	-1	-50	-98	-0.2	.	-23
O=C(Nc1cccc(-n2cnnn2)c1)c1ccccc1Br	11	-10	-12	10	-0.4	2	-21	7	-0.1	5	-4
COc1cc(OC)cc(-c2n[nH]c(=S)n2-c2ccc3c(c2)OCO3)c1	2	-1	-4	14	-0.8	-8	-31	4	1.5	-1	-2
O=C(NC(=S)Nc1ccccc1[N+](=O)[O-])c1ccccc1Cl	15	7	-3	-319	-0.9	9	-114	-214	0.0	0	-48
C[C@@H]1CN([C@@H](C)CO)C(=O)c2cc(NC(=O)C3CCCCC3)ccc2O[C@@H](C)CCCCO[C@H]1CN(C)S(=O)(=O)c1ccc(Cl)cc1	-2	-16	-7	-8	-0.1	-1	-8	16	1.6	.	.
Cc1ccc(CNC(=O)C(=O)NCC2OCCN2C(=O)c2cccs2)cc1 (configuration not stated)	9	6	-2	17	-0.4	-7	-13	1	-0.2	2	-8
CCOC(=O)CS(=O)(=O)c1ccc2ccccc2c1	5	3	-6	11	1.5	-1	-19	-3	0.1	4	-6
O=C(NCc1nnc(SCC(=O)N2CCCC2)o1)c1ccccc1	-4	7	-7	8	-0.2	2	-36	11	-0.3	-2	-3
CCOC(=O)CN1C(=O)C(Sc2n[nH]c(-c3ccc(C)cc3)n2)CCc2ccccc21 (configuration not stated)	4	-15	-6	-5	-1.5	-1	1	21	0.2	0	10
C=CCC[C@@H](Cc1ccc(F)cc1)C(=O)OC[C@H](C)NC(=O)[C@@H](CC=C)CC(=O)N(CCO)Cc1ccccc1	-3	-1	-4	1	-1.0	10	-39	15	0.0	.	4
c1cnc(Oc2ccc3oc4ccccc4c3c2)nc1	1	-5	-6	-113	2.9	0	-15	-119	-0.3	0	-37
c1ccc(CCc2nn3c(Cn4cnc5ccccc54)nnc3s2)cc1	-1	-6	-6	13	0.0	-2	6	7	1.4	2	4
O=C(c1ccc(Cl)c([N+](=O)[O-])c1)N1CCN(Cc2ccc3c(c2)OCO3)CC1	0	-2	-4	6	1.6	0	8	11	1.0	1	15
CCOC(=O)c1c(NC(=O)CN2CCN(C(=O)c3ccco3)CC2)sc(C(N)=O)c1C	-1	.	6	21	-0.9	2	-15	7	-0.7	0	-14
CCOCCn1ccc2c(OCC(=O)Nc3ccccc3OC)cccc2c1=O	-6	-14	-13	11	0.0	-3	8	42	-0.3	1	-6
COc1ccccc1-c1cn[nH]c1-c1ccc(O)cc1O	0	-1	-20	14	-0.5	-5	-4	17	0.0	2	12
C[C@@H]1CN([C@@H](C)CO)S(=O)(=O)c2ccc(Br)cc2O[C@@H]1CN(C)Cc1ccccn1	-10	-5	-7	4	4.4	2	13	1	1.9	.	.
CCn1c(C)c2c([n+]1CC)CC(C)(C)CC2=O	-3	29	-8	7	-0.4	2	-13	7	0.0	1	-3
CCCNC(=O)C1(C)CCCN(C(=O)Cc2cccc(OC)c2)C1 (configuration not stated)	2	.	-5	1	-2.7	-3	-11	2	0.2	.	.
SMILES	PDI turbidity	Vif inh	CaV13 FRET inh	HIF-2a block	iPSC survival up	Exocytosis inh	NR2E3 ag-1	Peg3 prom inh	aDG glyco up	NR2E3 ag-2	TRPM1 prom inh
CCOC(=O)c1c(NC(=S)NC(=O)c2cnn(CC)c2)sc2c1CCC(C)C2 (configuration not stated)	-27	.	-2	14	6.1	1	-5	22	-0.2	0	-8
Cc1cccnc1NC(=S)NCc1ccco1	-8	-16	-2	-7	0.0	2	5	-2	-0.1	3	-3
Cc1nn(C)c(C)c1S(=O)(=O)NCCc1ccc(Cl)cc1	-6	-8	-5	-22	0.4	-8	4	-17	-0.1	-2	-1
CCCCCCn1c(SCCN2CCOCC2)nc2c1c(=O)[nH]c(=O)n2C	7	10	-5	21	26*	-5	-14	16	-0.2	0	-3
Oc1ccccc1-c1cncn1Cc1ccccc1	-4	22	-3	14	0.5	6	-24	19	0.2	-1	0
Cc1ccc(-c2csc(/C(C#N)=C/Nc3ccc4c(c3)OCCO4)n2)cc1	-15	17	-3	-5	-1.1	5	-4	31	-0.5	-3	8
C=CCn1c(=N)c(C#N)cc2c(=O)n3ccccc3nc21	-3	-4	33*	5	1.6	1	-36	1	0.2	-1	7
O=C(CSc1nnc2ccccn12)NC(=O)c1ccccc1Cl	4	-4	-3	4	0.0	-1	28	8	0.1	.	-9
COCCCNC(=O)c1ccc2c(c1)nc(C)n2-c1cccc(C)c1	-4	-2	-2	3	-0.6	-7	-48	-11	-0.1	-2	13
NS(=O)(=O)c1ccc(CCNC(=O)c2ccc3nc4ccc(Cl)cc4c(=O)n3c2)cc1	3	3	-4	-58	-1.2	-2	-11	-13	-0.3	1	10
Cc1ccc(N2C(=O)CC(NCC3CCCO3)C2=O)cc1 (configuration not stated)	7	9	-8	10	1.4	-3	-31	10	-0.2	0	-2
COc1ccc(C(=O)c2sc(Nc3ccc(NC(C)=O)cc3)nc2C)cc1	-9	-12	-23	7	-0.2	7	4	4	-0.1	3	15
CC(C)(C)C(=O)Nc1cc2c3c(c1)CCC(=O)N3CCC2	5	5	-3	2	0.9	-1	15	7	0.1	0	-9
COc1ccccc1N(C(=O)c1snc(C(N)=O)c1N)C(C(=O)NC1CCCC1)c1ccc(N(C)C)cc1 (configuration not stated)	7	-5	-3	17	-0.5	3	-30	10	0.0	0	4
COc1ccc(NC(=O)Cc2cccs2)c(OC)c1	-1	-1	-5	-11	-1.5	1	-16	-25	0.4	2	-4
CC(=O)c1ccc(-c2cnc3c(NC=O)cc(-c4ccc(C(=O)N5CCOCC5)cc4)cn23)cc1	-2	19	-4	36	-2.3	-22	-3	42	0.2	.	.
O=C(Nc1nc(-c2ccc(S(=O)(=O)N3CCCCCC3)cc2)cs1)c1ccccc1	-4	-3	-4	7	-4.1	2	-6	29	0.0	-2	40
CCN(c1ccccc1)S(=O)(=O)c1ccc(Cl)c(C(=O)N(CC2CCCO2)C2CCS(=O)(=O)C2)c1 (configuration not stated)	6	-7	-6	16	-2.6	-1	1	-6	0.8	-5	11
C=CCN=C1CC(C)(C)CC(=O)/C1=C(/O)CCC(=O)OC	-3	.	-9	12	-2.6	0	-13	-5	0.1	1	1
